cardiac RTF act – increases calcium sensitivity of human cardiac regulated thin filaments; P19429+P45379; 340,000 compounds, 0.24% hits; IANBD-labeled TnC RTF fluorescence at EC20 calcium; 0% EC20 calcium, 100% full calcium; AID 493008; activation, % at 7.2 µM;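 active means activation above the mean over all tested compounds plus 3 SD, cut at about 30% in these data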;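 further: rise in fluorescence read as greater calcium sensitivity of cardiac thin filaments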
SR-BI DiI-HDL act – SR-BI HDL lipid transfer activation; CHO ldlA[mSR-BI] cells, DiI-HDL uptake fluorescence, 3 h; 100 = double the neutral-control signal; activation, % at 12.5 µM; 320,000 compounds, 0.096% hits;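 active means mean replicate activation of at least 60% and every replicate at or above 60%; inconclusive means mean or all-replicate condition met, but not both; inactive means mean below 60% and not all replicates reaching 60%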;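 further: 0% = median plate neutral-control signal and 100% = twice that signal; values of inactives mirror those of a sister screen read the other way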
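system = CHO ldlA[mSR-BI] cells, LDL receptor-null, SR-BI overexpressing | medium = Ham's F12 with 0.5% BSA, HEPES 25 mM, pH 7.4 | probe or stimulus = DiI-HDL 10 µg/mL | compound dosing = single-point compound dose | incubation = compound exposure 3 h, 37 °C | technique = DiI fluorescence, bottom read | read-out = cell-associated DiI fluorescence as measure of HDL uptake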
DAGLB inh – blocks human DAGLB lipase activity. inhibition, % at 5.17 µM. Q8NCG7. 340,000 compounds, 0.059% hits. HEK293T DAGLB membrane lysate, EnzChek fluorogenic substrate; in the data active means inhibition above about 34%;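 further: 0% = enzyme with vehicle and 100% = wells lacking enzyme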
C-LANA FP – inhibitors of KSHV LANA C-terminal domain DNA binding; MBP-C-LANA/FAM-LBS DNA binding, fluorescence polarization; inhibition, % at 9 µM; 340,000 compounds, 0.078% hits; AID 504423;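 active means highest replicate inhibition at or above 60% at 9 µM, even if other replicates fall short; inactive means all replicates below 60% inhibition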;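 further: 0% = neutral control wells and 100% = 4 µM acridine orange control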
PKA-R2B activ – PKA-R2B complex activation; 340,000 compounds, 0.079% hits; PKA-R2B holoenzyme dissociation, Cy5-IP20 fluorescence polarization; R2B truncated from residue 108, S112A mutant; 0% DMSO only, 100% 113 µM cGMP; P22694+P31323; activation, % at 11.4 µM;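 active means activation above a cutoff set at the mean over all compounds plus 3 SD, cut at about 18% in these data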;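 further: higher means more holoenzyme dissociation and a rise in polarization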
Target sequence (P31323 whole entry, looked up, other chains not shown, the tested form may be a part): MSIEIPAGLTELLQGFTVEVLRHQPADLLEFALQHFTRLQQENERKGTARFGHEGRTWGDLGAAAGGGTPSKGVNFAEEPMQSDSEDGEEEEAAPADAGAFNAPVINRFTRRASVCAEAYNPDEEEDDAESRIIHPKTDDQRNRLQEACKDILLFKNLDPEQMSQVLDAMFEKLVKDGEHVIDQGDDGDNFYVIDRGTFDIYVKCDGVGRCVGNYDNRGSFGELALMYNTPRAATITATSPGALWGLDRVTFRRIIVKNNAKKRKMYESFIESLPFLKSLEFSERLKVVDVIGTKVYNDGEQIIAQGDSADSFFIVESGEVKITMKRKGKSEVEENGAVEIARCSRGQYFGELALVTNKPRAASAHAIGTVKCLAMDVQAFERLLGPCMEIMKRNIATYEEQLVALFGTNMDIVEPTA
RTF Ca sens inh – cardiac RTF calcium desensitization; IANBD-labeled cardiac RTF, Ca2+ fluorescence; inhibition, % at 7.15 µM; 340,000 compounds, 0.12% hits; AID 493244;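 active means inhibition above the mean inhibition of all tested compounds plus 3 SD, cut at about 17% in these data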;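 further: assay run at fixed EC70 calcium of 1.6 mM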
Keap1 Nrf2 FP – disrupts human Keap1 binding to Nrf2 peptide; AID 504523; 340,000 compounds, 0.15% hits; Keap1 Kelch-Nrf2 peptide fluorescence polarization, 1536-well; inhibition, % at 9.4 µM; Q14145; in the data active means inhibition above about 12%; inconclusive means no clear call, values can overlap the other calls; inactive means below about 7.3%;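 further: human Keap1 Kelch domain with fluorescein labeled Nrf2 9mer peptide probe; 0% = neutral control wells and 100% = peptide positive control; higher means more block of Keap1 binding to Nrf2 peptide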
Rtt109 Vps75 – inhibitors of Candida albicans Rtt109/Vps75 histone acetyltransferase; Q5AAJ8; purified Rtt109/Vps75, ThioGlo CoA-SH fluorescence, 4 h; inhibition, % at 34.9 µM; 330,000 compounds, 0.16% hits;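 active means inhibition of at least 50% in every replicate; inconclusive means best replicate reaches 50% inhibition but some replicates fall short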
Target sequence (Q5AAJ8 whole entry, looked up): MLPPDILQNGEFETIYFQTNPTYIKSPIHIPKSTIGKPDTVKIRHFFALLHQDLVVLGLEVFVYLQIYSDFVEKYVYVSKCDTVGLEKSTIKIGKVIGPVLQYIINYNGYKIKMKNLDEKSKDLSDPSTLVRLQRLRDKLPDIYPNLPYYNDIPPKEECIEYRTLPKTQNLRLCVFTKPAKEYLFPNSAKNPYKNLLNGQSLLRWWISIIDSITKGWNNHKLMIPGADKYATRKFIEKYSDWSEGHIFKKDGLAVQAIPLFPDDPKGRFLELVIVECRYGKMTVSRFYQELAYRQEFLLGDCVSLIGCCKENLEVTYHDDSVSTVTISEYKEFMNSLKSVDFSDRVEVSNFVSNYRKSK
CAL PDZ FP-1 – inhibitors of human CAL PDZ peptide binding | Q9HD26 | 300,000 compounds, 0.92% hits | purified CAL PDZ, TMR-peptide fluorescence polarization, 1 h | AID 602252 | inhibition, % at 24.9 µM;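 active means mean inhibition of at least 30% with at least half of replicates also reaching 30%; inconclusive means no clear call, values can overlap the other calls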;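 further: 0% = DMSO neutral control and 100% = excess unlabeled competitor peptide PRC23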
CAL PDZ FP-2 – blocks peptide binding to human CAL PDZ domain. AID 504414. inhibition, % at 20 µM. Q9HD26. purified CAL PDZ, TMR-peptide fluorescence polarization, 1 h. 330,000 compounds, 0.02% hits;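 active means highest replicate inhibition of at least 40%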;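 further: plate controls were DMSO neutral control wells for no effect and unlabeled competitor peptide control wells for full effect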
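material = purified tagged CAL PDZ domain construct (CerCALP) | buffer or medium = sodium phosphate/NaCl buffer pH 7.4 with TCEP, IgG, Thesit | reagent = TMR-labelled reporter peptide T*-PRC34 bound in PDZ groove | incubation = 1 h room-temperature incubation prior to read | measured by = fluorescence polarization (mP) | evaluation = percent inhibition from loss of millipolarization | control set = unlabelled peptide and DMSO controls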
* hit, by the source's call; ? = inconclusive; . = not tested or not shown.

molecule	cardiac RTF act	SR-BI DiI-HDL act	DAGLB inh	C-LANA FP	PKA-R2B activ	RTF Ca sens inh	Keap1 Nrf2 FP	Rtt109 Vps75	CAL PDZ FP-1	CAL PDZ FP-2
COc1ccc(CCNc2cc(N3CCN(C(=O)c4ccccc4F)CC3)ccc2[N+](=O)[O-])cc1OC	3.4	.	-1.3	1.2	2.9	-1.8	-2.2	5.1	0.2	-1.6
O=C(CN(C(=O)CCC(=O)Nc1ccccn1)c1ccc(F)cc1)NCCc1ccccc1	-5.1	.	-0.1	0.3	-2.1	-3.3	-2.2	-1.3	-5.9	-2.4
Cc1ccc(-c2nc(Nc3cccc(O)c3)c3ccccc3n2)cc1	1.2	-69.0	-2.7	-1.4	-19.0	-4.4	-2.2	-1.4	-3.1	-2.0
COc1cccc([C@@H]2CC=C(C(=O)O)[C@H](c3cccc(Cl)c3)N2S(=O)(=O)c2ccc(C)cc2)c1	1.7	6.1	8.6	-2.1	-10.6	-1.2	-1.2	22.3	-2.0	-1.7
O=C1Nc2ccc(NS(=O)(=O)c3cccs3)c3cccc1c23	6.7	8.6	2.6	-1.7	-0.9	-5.5	1.3	5.9	-5.9	-0.6
COC(=O)c1nn(-c2ccccc2)c(Cl)c1/C=N/OCc1ccc(C)cc1	-2.7	-34.4	-12.8	0.1	3.6	-1.8	0.8	0.0	-2.5	-0.4
COc1ccc(OCC(=O)Nc2ccc3c(c2)nc(CCn2ccccc2=O)n3C)cc1	1.3	-14.7	3.0	-0.9	-9.2	-7.7	-2.4	-2.9	-3.6	-1.5
C1CCC(C23CC4CC(CC(C4)C2)C3)NC1 (stereo not drawn)	-3.0	-4.2	1.6	-0.9	6.0	0.8	-0.2	-3.5	-2.0	-1.1
CCOc1ccccc1NC(=O)C1CCC(CNc2c(N3CCOCC3)c(=O)c2=O)CC1 (stereo not drawn)	-2.5	2.8	2.0	1.0	-1.2	-4.3	-0.8	-4.0	.	-0.2
COc1ccc(C(=O)NC(=S)Nc2ccc(S(=O)(=O)Nc3cc(OC)ncn3)cc2)cc1	-4.1	1.8	-2.3	1.2	-12.5	7.1	-6.0	11.1	-0.1	-2.0
COc1ccc(CCN2CC(C(=O)NCCc3ccccc3)CC2=O)cc1OC (stereo not drawn)	0.6	.	1.2	1.6	2.9	-1.4	-1.4	-2.5	-0.4	-0.5
COc1ccc(C(C(C(=O)c2ccco2)N2CCOCC2)N2CCOCC2)cc1 (stereo not drawn)	5.1	14.5	0.0	0.0	-4.1	5.5	-4.2	-42.9	-1.1	-0.9
CCOC(=O)c1oc2cc(OCC(=O)OC)ccc2c(=O)c1-c1ccc(OC)c(OC)c1	6.3	-12.3	-1.0	2.5	3.1	-8.1	-0.3	8.6	3.8	-0.5
COc1ccc(OC)c(NC(=O)C(C#N)=Cc2ccco2)c1	-2.2	-50.0	-3.9	3.5	0.2	-9.0	-0.1	-2.2	.	0.3
CCCNC(=S)N1CCN(C)CC1	-0.6	-9.9	-1.0	-3.4	-7.9	-3.2	3.0	4.4	-1.7	0.5
Cc1cccc(OCC(O)CN2C(C)(C)CC(O)CC2(C)C)c1C (stereo not drawn)	3.6	18.7	-0.2	-0.9	1.9	-4.4	1.9	-4.4	-1.4	-0.3
CCOC(=O)c1c(-c2ccccc2)n(C)c2ccc(O)cc12	-5.9	-19.7	-5.3	-0.3	11.9	1.6	0.4	5.3	-2.9	0.9
O=C(CCNC(=O)C1CCN(S(=O)(=O)c2ccccc2)CC1)NC1CC1	5.9	-1.1	2.6	-1.0	2.9	-7.8	-1.9	1.9	10.6	-0.2
CCOc1ccc(NC(=O)CN(C2CCCCC2)S(C)(=O)=O)cc1	0.3	27.2	0.0	-0.7	-4.0	-3.4	-0.3	2.3	0.0	0.2
O=c1oc2cc(O)c(Cl)cc2c2ccccc12	4.6	-0.7	2.0	0.2	-0.8	-5.0	-1.3	-2.9	7.9	-1.8
C/C(=N/NC(=O)CCc1ccccc1)c1ccc2c(c1)OCO2	-3.5	-8.0	-1.2	0.2	-2.6	-7.1	2.2	8.9	0.9	-2.7
Cc1ccc(S(=O)(=O)C2(C(=O)Nc3ccc(C(C)C)cc3)CC2)cc1	-3.3	6.1	-2.4	15.2	-6.7	2.6	2.5	-4.1	4.0	2.0
COc1ccccc1N(CC(=O)NC1CC2CCC1C2)S(=O)(=O)c1ccc(C)cc1 (stereo not drawn)	-2.2	14.3	-3.9	-0.6	-7.2	3.5	1.9	30.5	2.0	-3.3
Cc1nc(NCCCN2CCOCC2)c2oc3ccccc3c2n1	3.2	-4.4	-1.5	-1.3	-7.3	-4.4	-1.0	6.3	-1.4	-0.1
CCOc1ncccc1C(=O)N1CCN(S(=O)(=O)c2ccc3c(c2)OCCO3)CC1	-2.1	8.7	-3.7	-1.6	2.9	-6.5	-3.3	2.0	-3.5	-0.5

Following part.
molecule	cardiac RTF act	SR-BI DiI-HDL act	DAGLB inh	C-LANA FP	PKA-R2B activ	RTF Ca sens inh	Keap1 Nrf2 FP	Rtt109 Vps75	CAL PDZ FP-1	CAL PDZ FP-2
CCOc1cc(NC(=O)c2ccccn2)c(OCC)cc1NC(=O)c1ccc(C)cc1	2.2	-70.4	-0.8	0.7	-6.5	-6.5	-2.1	2.3	-4.9	-1.9
Cc1nnsc1-c1c(C(=O)O)c(C)nn1-c1ccc(OC(F)(F)F)cc1	-1.7	-2.5	0.9	0.2	-5.8	-3.7	-1.0	0.0	1.3	-0.1
Cc1nc(SCC(=O)N2CCCCCC2)[nH]c(=O)c1C	-4.2	20.4	-0.4	-1.8	-16.3	-11.2	-5.0	-3.9	-1.1	-2.7
Cc1ccnc(NC(=O)/C=C/c2ccccc2Cl)c1	0.9	-10.3	-1.7	-0.9	-0.7	-6.1	0.4	-1.9	-4.3	-1.2
CCc1cc(Cn2nc(-c3ccccc3)cc2C(=O)NCc2cccs2)on1	0.3	-12.5	-11.9	-1.3	-11.9	-1.0	-3.7	4.8	3.4	-1.5
O=C(Cn1cnc2ccccc2c1=O)N1CCN(S(=O)(=O)c2ccc(F)cc2)CC1	1.5	24.1	0.6	0.0	1.9	-8.7	2.4	?	.	0.0
CCc1ccc(N2CC(C(=O)N/N=C/c3ccccc3OC)CC2=O)cc1 (stereo not drawn)	-3.6	.	-3.6	0.8	-4.8	4.2	-0.2	6.0	-4.7	-2.0
Cn1c(CCC(=O)O)nc2cc(S(=O)(=O)N3CCCC3)ccc21	-2.1	12.6	0.1	-0.1	2.8	-4.2	3.2	-5.3	-6.0	-0.3
O=C(COc1ccc(S(=O)(=O)N2CCOCC2)cc1)N1CCOCC1	-7.9	22.8	-1.8	0.6	-14.9	-5.3	-0.7	-6.8	.	-2.3
CC(C)(C)c1ccc(C(=O)OC/C(O)=C(\C#N)c2nc3ccccc3s2)cc1	4.9	-1.1	6.2	1.6	2.2	0.7	-5.0	6.0	0.7	-0.5
Cc1sc(NC(=O)CCl)c(C(=O)c2ccccc2)c1C	0.7	-4.8	-3.8	-0.8	-12.1	-4.5	-0.1	4.1	-2.2	1.0
COC(=O)[C@@H](Cc1c[nH]c2ccccc12)NC(=O)c1cc(=O)[nH]c2ccccc12	-4.8	12.6	1.8	0.1	1.2	1.5	0.8	1.2	1.6	0.1
COc1ccc(Nc2nnc(SCC(=O)N3CCCC3)s2)cc1	-3.9	-10.7	0.2	0.6	-3.3	-3.2	-3.0	4.6	0.3	-0.4
O=C(Cn1cnc2cc([N+](=O)[O-])ccc2c1=O)Nc1ccc2c(c1)OCO2	-0.8	-0.9	0.7	1.0	5.3	9.0	-2.3	-4.2	-6.0	0.3
COc1c(-c2ccc([N+](=O)[O-])cc2[N+](=O)[O-])c(=O)n(C)c(=O)n1C	-2.9	2.6	8.7	-1.1	-1.6	-17.2	-2.5	0.8	-1.2	-4.4
CC1CCC2(CC1)NC(=O)N(CC(=O)NCc1cccs1)C2=O (stereo not drawn)	1.3	24.2	-1.4	0.1	3.3	10.7	0.1	6.3	-1.9	0.5
CCC(=O)N1CCN(CCN=CC2=C(O)CC(c3ccc(OC)cc3)CC2=O)CC1 (stereo not drawn)	6.0	-17.4	-3.6	0.6	-7.4	6.0	-1.1	-5.8	-1.1	-1.2
Nc1ccc(C(=O)OCC(=O)N2CCc3ccccc3C2)cc1[N+](=O)[O-]	-4.5	-10.2	-0.9	1.6	-0.3	-12.0	0.2	22.5	-3.6	-0.8
Cc1onc(-c2ccccc2)c1C(=O)c1c[nH]c(C(=O)NCCCN2CCOCC2)c1	-3.5	12.5	1.4	0.1	4.6	-5.1	-7.0	4.6	-1.8	-1.3
Cc1csc(=O)n1CCC(=O)OCC(=O)Nc1ccc(S(N)(=O)=O)cc1	-0.2	18.7	-0.7	-0.2	-6.2	-9.1	-5.7	2.2	.	-0.2
CCCCc1nc(N2CCN(C(=O)c3ccco3)CC2)c(C#N)c2c1CCCC2	-5.3	-35.2	-12.6	-1.2	-3.6	0.6	-5.2	30.5	-1.3	-3.5
